# USP2a inh = blocks human ubiquitin-specific protease USP2a | USP2 core, Ub-CHOP2 coupled fluorogenic reporter, 485/531 | O75604 | 330,000 compounds, 0.01% hits | Potency, µM (highest dose often 38.3 µM), for the others: top-dose activity change, negative = inhibition, most hits filed as inhibitors;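 note: potency is the fitted concentration of half-maximal effect; plate controls were DMSO wells for no effect and full inhibition by NEM control for full effect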
#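 Cell-free coupled assay: 10nM USP2 core preincubated 30min RT with compound in Tris-HCl pH 8.0/CaCl2/CHAPS buffer, then 25nM Ub-CHOP2 and 25nM reporter substrate; fluorescence (Ex 485/Em 531) read after 60min RT, normalized to NEM inhibition, concentration-response curves fitted.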
# PKM2 activator = activators of human pyruvate kinase M2. P14618. purified PKM2, Kinase-Glo ATP luminescence, activation; response scale: 0% is enzyme alone, no compound. Potency, µM (doses to about 57.5 µM), without a hit: at the highest dose activation, usual class: activators. 260,000 compounds, 0.34% hits. AID 1631; note: potency is the fitted concentration of half-maximal effect; % is set by controls: 0 for no effect and ±100 for the full control effect; nearly all actives have a fitted effect of over 55% in size
#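 hPK-M2, >95% pure; 0.1 mM ADP / 0.5 mM PEP final; imidazole pH7.2 buffer w/ 7 mM MgCl2, 50 mM KCl; 1 h RT; Kinase-Glo lum. Intermediate enzyme activity for dual inhibitor/activator qHTS.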
# MLL CXXC-DNA inh = inhibitors of human MLL CXXC domain-DNA interaction. 290,000 compounds, 0.037% hits. AID 2662. MLL-CXXC / FITC-HOXA9 DNA fluorescence polarization. Q03164. Potency, µM (titrated, usually from 115 µM), for inactives: at the highest dose activity change, negative = inhibition, usual class: inhibitors; active = well fitted inhibition curve with a large enough effect in the polarisation, with a control signal flat, not every such curve was filed as active; inconclusive = small, poorly fitted or top-dose-only effect, or effect the other way, or a change in a side signal; inactive = no such curve, though single readings can be large or run the other way; the % refers to the polarisation; note: potency is the fitted concentration of half-maximal effect
#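 Steps: dispense CXXC domain solution (7 uM) → pin compounds or unlabeled HOX-A9 DNA control → 5 min ambient → add FLSN-HOX-A9 solution (50 nM) → spin → 30 min ambient → fluorescence polarization. Tris pH 7.5/NaCl/DTT/BSA buffer.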
# KCNH2 WT inh = blocks the wildtype human KCNH2 potassium channel; U2OS, BacMam KCNH2, thallium flux FluxOr; hits give low values; activity change, % at 1.84 µM; 340,000 compounds, 0.37% hits;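 active = maximum activity change below -70%; inconclusive = maximum activity change between -70% and -50%; inactive = maximum activity change above -50%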; note: % is set by controls: 0 for no effect and ±100 for the full control effect
#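 U2OS cells transduced with wild-type KCNH2 virus are loaded with FluxOr dye for 45 min, and thallium flux is measured in kinetic reads before and after stimulation buffer. Rate constants are normalized to DMSO controls.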
# GALK inh = inhibitors of human galactokinase; Purified GALK, Kinase-Glo residual ATP luminescence; Potency, µM (highest dose often 57.5 µM), without a hit: at the top dose activity change, negative = inhibition, hits mostly inhibitors; 270,000 compounds, 0.007% hits; AID 1868; note: potency is the fitted concentration of half-maximal effect; % is set by controls: 0 for no effect and ±100 for the full control effect
#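 Quantitative HTS: GALK 5 nM, ATP 35 uM, galactose 100 uM, 1 h room temperature, then luciferase-based ATP detection.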
# TRPV1 agonist = human TRPV1 agonism | Q8NER1 | TRPV1-expressing cells, Fluo-8 calcium influx, agonist mode | activation, % at 8.33 µM | 320,000 compounds, 0.19% hits; in the data active = activation above about 80%; inconclusive = between about 30% and that limit; note: 0% is about no effect
#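 Cells expressing TRPV1 were dye-loaded with Fluo-8 and read kinetically: 10 s baseline, 3 min after compound (agonist portion), then 2 min after EC20 capsaicin (allosteric enhancer portion). Calcium-bound dye fluorescence at 480/520 nm.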
# FBPA coupling cs = coupling enzyme interference in Giardia aldolase counter-screen | coupling enzyme system counterscreen, AmpLite Red fluorescence | activity change, negative = inhibition, % at 58.2 µM, hits read low | 290,000 compounds, 0.67% hits | AID 2472; in the data active = activity change below about -30%; note: % is set by controls: 0 for no effect and ±100 for the full control effect
#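 Counterscreen lacking aldolase: glyceraldehyde-3-phosphate coupling-enzyme reagent preincubated 10 min at RT with compound (at 57.5 uM final), then substrate/coupling system with AmpLite Red added; fluorescence read at 525/598 nm after 20 min RT.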
# B2AR arrestin = beta2AR (human) beta-arrestin recruitment activity. P07550. beta-arrestin recruitment to beta2AR, cell-based reporter. Potency, µM (doses to about 46.1 µM), inactives show at the highest dose activation, hits mostly activators. 330,000 compounds, 0.02% hits. AID 492947;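 note: potency is the fitted concentration of half-maximal effect; 0% = DMSO controls and full agonism = EC100 isoproterenol or metaproterenol; nearly all actives have a fitted effect of over 65% in size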
# KCNH2 3.1 inh = inhibitors of human KCNH2 3.1 potassium channel isoform; activity change, % (tested at about 1.8 µM); U2OS KCNH2 3.1, thallium flux FluxOr; hits give low values; 340,000 compounds, 0.95% hits;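 active = maximum activity change below -70%; inconclusive = maximum activity change from -70% to -50%; inactive = maximum activity change above -50%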;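 note: thallium influx rate constant from kinetic fluorescence after stimulation buffer; % is set by controls: 0 for no effect and ±100 for the full control effect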
#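 Normalized rate constant (relative to positive and negative DMSO controls) derived from a 2 min kinetic fluorescence read after stimulation; U2OS cells expressing the 3.1 isoform via virus at 1.77 x 10^8 /mL.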
# Menin-MLL TR inh = inhibitors of human menin-MLL interaction, mutant MLL peptide; 270,000 compounds, 0.23% hits; Potency, µM (doses to about 61.6 µM), without a hit: at the highest dose FP activity change, negative = inhibition, usual class: inhibitors; Menin + Texas Red MLL mutant peptide, fluorescence polarization; active = well fitted inhibition curve with a large enough effect in the polarisation, with a control signal flat, not every such curve was filed as active; inconclusive = small, poorly fitted or top-dose-only effect, or effect the other way, or a change in a side signal; inactive = no such curve, though single readings can be large or run the other way; the % refers to the polarisation; note: potency is the fitted concentration of half-maximal effect; % of control where 0% means no effect; many of its hits are not listed in these tables
# Giardia kill = kills Giardia lamblia; Giardia lamblia trophozoite viability; activity change, % at 7.66 µM, hits read low; 340,000 compounds, 0.15% hits; in the data active = activity change below about -80%; inconclusive = between about -30% and that limit;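 note: parasites exposed to compound for two days anaerobically before the ATP read; % is set by controls: 0 for no effect and ±100 for the full control effect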
#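 Giardia trophozoites, 100 cells per well, were exposed to compounds for 48 hrs at 37 deg C under anaerobic conditions; viability was then read as ATP content by bioluminescence after 15-30 min at room temperature.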
# * marks the source's active call; other numbers are inactive results; ? = inconclusive; nt = no result given; [ ] = another dose, or the depositor's remark. Unless noted, calls come from the whole dose curve; as a rule, active = well fitted curve in the direction sought with a large enough effect; inconclusive = small, poorly fitted or top-dose-only effect, or another doubt; inactive = no such curve, though single readings can be large; an effect the other way counts as inactive or inconclusive. Only part of the results is shown; count on the stated rates, not on these rows.
SMILES,USP2a inh,PKM2 activator,MLL CXXC-DNA inh,KCNH2 WT inh,GALK inh,TRPV1 agonist,FBPA coupling cs,B2AR arrestin,KCNH2 3.1 inh,Menin-MLL TR inh,Giardia kill
Cc1nn(Cc2ccccc2Cl)c(C)c1NC(=O)c1cc(-c2ccc(F)cc2)on1,3%,4%,70%[activator],-20,0%,nt,-3,-0.2%,-35,-9%,-5
CC1CCCN(C/C(O)=C(\C#N)c2nc3ccccc3[nH]2)C1 (stereo not given),-2%,-5%,-4%,14,-3%,22,-1,-2.2%,-3,-3%,14
O=S(=O)(Cc1ccccc1)Nc1cccc(F)c1,0%,1%,5%,-6,-2%,8,2,-0.8%,7,-7%,12
COC(=O)c1ccc(NC(=O)N2CCOCC2)cc1,0%,4%,-2%,4,2%,5,3,-0.6%,-3,21%,-3
CCC(=O)NC(=S)N1CCN(c2ccc([N+](=O)[O-])cc2Cl)CC1,2%,-2%,3%,9,4%,16,0,-0.4%,8,1%,-1
Cc1cc(C#N)c2ccccc2n1,2%,0%,-2%,12,-3%,-1,1,-0.2%,34,5%,1
Cc1cccc(NC(=S)NNC(=O)CCn2cc(C)cn2)c1,0%,-2%,0%,-18,-4%,-6,nt,?,-18,-9%,-1
CC(C)OC(=O)c1ccc(N)cc1,-2%,-1%,3%,1,3%,0,1,0.3%,-7,21%,1
COc1ccc2[nH]cc(C(=O)CN3CCC(C)CC3)c2c1,-4%,7%,0%,12,7%,0,2,0.1%,-13,17%,6
CCOc1cc(N2CCOCC2)c(OCC)cc1NC(=O)CN1C(=O)C2CC=CCC2C1=O (stereo not given),0%,0%,1%,3,-2%,1,-7,0.0%,-8,-7%,6
C/C(CC(=O)Nc1ccccn1)=N\NC(=O)c1ccc(C)cc1,-3%,9%,1%,-6,-1%,?,2,-1.0%,6,1%,-20
Cc1n[nH]c(C)c1CCC(=O)N/N=C/c1cccs1,8%,2%,-4%,2,-3%,3,2,-0.6%,20,nt,3
CCOC(=O)c1c(C)oc2cc(Br)c(O)c(Br)c12,3%,9%,9%,2,-6%,2,-5,0.1%,1,17%,-8
COc1ccc(NC(=O)c2cccc(NC3=NC4CS(=O)(=O)CC4S3)c2)cc1Cl (stereo not given),0%,2%,nt,-17,nt,-2,2,3.0%,-13,15%,?
COC(=O)c1c(NC(C)=O)sc(C)c1C,-5%,-7%,10%,-3,0%,-1,0,0.0%,4,-20%,-17
Cc1nn(C)c(C)c1NC(=O)Nc1ccc(Cl)c(Cl)c1,0%,-1%,-1%,-16,1%,?,-2,12%,17,26%,-2
CCOC(=O)C(CC)Sc1nc2c(cnn2-c2ccc(F)cc2)c(=O)[nH]1 (stereo not given),3%,nt,-3%,-1,6%,-1,4,3.4%,1,?,2
COCc1cc(C)nc(N2CCc3ccccc32)c1C#N,nt,2%,11%,-7,2%,3,3,nt,2,-9%,-11
CCC(=O)Nc1cccc(C2=NOC3(C2)C[C@@H](C(N)=O)N(C(=O)c2ccc(OC)cc2)C3)c1 (stereo not given in full),8%,-2%,-7%,-1,-2%,2,1,0.1%,-21,nt,4
Cc1ccc(NC(=O)COC(=O)C(NS(=O)(=O)c2ccc(Cl)cc2)C(C)O)cc1 (stereo not given),-2%,-2%,-5%,-16,3%,-1,-1,-0.6%,-4,3%,-12
COc1ccc(C(=O)Nc2ccc(Oc3nc(C)nc4sc(-c5ccccc5)cc34)cc2)cc1OC,4%,0%,3%,-6,0%,0,5,0.3%,-27,2%,-24
Cc1cccc(Oc2ccc(NC(=O)C3=CC=CN4CCS(=O)(=O)N=C34)cc2)c1,3%,nt,nt,-2,nt,0,nt,-0.2%,-26,nt,-8
COc1cc2[nH]c(=O)n(CCC(=O)N3CCc4ccccc4C3)c(=O)c2cc1OC,3%,-5%,-4%,19,0%,-1,-7,0.3%,8,-3%,11
CC1CC(=O)Nc2ccccc2N1C(=O)CN1CCN(C=O)CC1 (stereo not given),1%,-6%,9%,15,5%,1,0,-0.2%,-2,12%,2
COc1ccc(OC)c(/C=N/NC(=O)CSc2nnc(C)n2-c2ccccc2)c1,1%,-6%,-3%,9,3%,-4,3,-0.4%,3,-8%,17
CCOc1ccc(NC(=O)NC(C)c2ccc3c(c2)OCO3)cc1 (stereo not given),0%,-2%,3%,-5,0%,27,-3,0.1%,-6,-4%,-22
N#Cc1ccc(-c2ccc(F)cc2)nc1SCC(=O)Nc1sc2c(c1C#N)CCC2,0%,-3%,10%,1,3%,2,1,-0.4%,-2,?,11
C=CCOc1ccc(C(=O)c2ccccc2)c(OCC(=O)NC2(C#N)CCCC2)c1,-2%,nt,32%,-2,-4%,13,-2,0.4%,-10,?,-3
CCCn1c(=O)c2ccccc2n2c(Sc3nnnn3-c3ccccc3)nnc12,3%,-7%,4%,-2,0%,0,-2,0.3%,15,4%,1
CCN(CC)c1cc(Cl)c2nonc2c1N,3%,6%,-1%,-3,7%,-1,-25,0.1%,1,nt,1
CCOc1ccc(NC(=S)NNC(=O)CC(C)O)cc1 (stereo not given),4%,2%,7%,2,-2%,3,3,-0.6%,-3,5%,12
O=C1c2oc3ccccc3c(=O)c2C(c2cccnc2)N1CCCN1CCOCC1 (stereo not given),-1%,-1%,-2%,0,1%,-1,0,-0.1%,3,2%,12
Cc1c(/C=C(\C#N)c2nn(-c3ccccc3)c(N)c2C#N)c2ccccc2n1Cc1ccc(F)cc1,2%,1%,27%,0,2%,8,1,-0.2%,-4,-10%,7
c1ccc(-n2ncc3c(NCCN4CCCCC4)ncnc32)cc1,1%,2%,-7%,-5,1%,2,3,-0.6%,-3,-1%,-1
CC(=O)NC1=NC(=O)CS1,-2%,5%,-17%,-22,-1%,-1,0,0.2%,-18,3%,5
O=C(O)CCCCCNC(=O)c1ccc(C(=O)NCCCCCC(=O)O)cc1,2%,1%,0%,3,nt,0,-1,-0.9%,19,nt,27
CCOC(=O)c1c[nH]c(=S)n1C,9%,9%,9%,7,nt,-1,1,-0.5%,10,nt,8
CCCN(CCC)C(=O)c1oc2ccccc2c1NC(=O)Cc1cccc(OC)c1,1%,nt,0%,4,nt,-8,0,0.0%,-16,?,9
CC(=O)c1ccc(NC(=O)CSc2nnc3ccc(-c4ccccn4)nn23)cc1,2%,nt,nt,9,nt,-1,nt,-0.2%,-9,nt,21
CCOc1cc(/C=C2/SC(=S)N(Cc3ccccc3)C2=O)ccc1O,-1%,-2%,-3%,3,0%,19,0,2.6%,-20,?,-19
Cc1ccc(NC(=O)CN2C(=O)COc3ccc(S(=O)(=O)N4CCOCC4)cc32)cc1N(C)C,0%,nt,27%,-3,-6%,3,3,0.5%,1,5%,-20
CC(C(=O)NNS(=O)(=O)c1cccc(C(F)(F)F)c1)n1nnc(N2CCOCC2)n1 (stereo not given),0%,-1%,11%,1,9%,-1,1,-0.4%,1,nt,-12
O=C(CSc1nnc(-c2ccccc2Cl)o1)Nc1ccccn1,1%,8%,0%,-16,4%,-4,1,-0.3%,-9,-23%,-17
O=C(O)c1ccc(/C=N/Nc2ncc(Cl)cc2Cl)cc1,-1%,nt,-4%,0,nt,-5,-4,0.4%,3,-28%,42[activator]
O=C(NNc1ccc([N+](=O)[O-])cc1)C1C2CCCCC21 (stereo not given),-2%,-1%,4%,-16,nt,0,-4,-0.8%,7,9%,22
O=C(COc1nc2ccccc2nc1N1CCOCC1)Nc1ccc(S(=O)(=O)N2CCCC2)cc1,-10%,-9%,31%[activator],0,2%,-5,-3,0.0%,2,?,-5
CC(=O)Nc1cc2c(cc1C(C)=O)OCCO2,1%,-5%,3%,8,-1%,0,0,-0.9%,4,9%,8

# 4 neighbouring records already listed:
SMILES,USP2a inh,PKM2 activator,MLL CXXC-DNA inh,KCNH2 WT inh,GALK inh,TRPV1 agonist,FBPA coupling cs,B2AR arrestin,KCNH2 3.1 inh,Menin-MLL TR inh,Giardia kill
CCOC(=O)c1c[nH]c(=S)n1C,9%,9%,9%,7,nt,-1,1,-0.5%,10,nt,8
CCCN(CCC)C(=O)c1oc2ccccc2c1NC(=O)Cc1cccc(OC)c1,1%,nt,0%,4,nt,-8,0,0.0%,-16,?,9
CC(=O)c1ccc(NC(=O)CSc2nnc3ccc(-c4ccccn4)nn23)cc1,2%,nt,nt,9,nt,-1,nt,-0.2%,-9,nt,21
CCOc1cc(/C=C2/SC(=S)N(Cc3ccccc3)C2=O)ccc1O,-1%,-2%,-3%,3,0%,19,0,2.6%,-20,?,-19

# Source: PubChem
